Pf Dd2 inh – blocks growth of Plasmodium falciparum Dd2 parasites; P. falciparum Dd2 growth, SYBR Green, 72 h; stronger effect = lower value; activity change, % at 10 µM; actives 2.3% (n = 94,000); in the data active = activity change below about -80%; inconclusive = no clear call, values can overlap the other calls
KDM4C inh – KDM4C (human) demethylase inhibition; Q9H3R0; GST-KDM4C 2-372, H3K9me3 peptide, LANCE TR-FRET; inhibition, % at 12.5 µM; actives 0.15% (n = 96,000); AID 720574;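 active = mean replicate inhibition above about 25%, with at least 55% of replicates also reaching it, limit read from the data, passing the limit was not always enough; inconclusive = only one of those two conditions met; inactive = neither condition met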
Target sequence (Q9H3R0 2-372 limits assumed): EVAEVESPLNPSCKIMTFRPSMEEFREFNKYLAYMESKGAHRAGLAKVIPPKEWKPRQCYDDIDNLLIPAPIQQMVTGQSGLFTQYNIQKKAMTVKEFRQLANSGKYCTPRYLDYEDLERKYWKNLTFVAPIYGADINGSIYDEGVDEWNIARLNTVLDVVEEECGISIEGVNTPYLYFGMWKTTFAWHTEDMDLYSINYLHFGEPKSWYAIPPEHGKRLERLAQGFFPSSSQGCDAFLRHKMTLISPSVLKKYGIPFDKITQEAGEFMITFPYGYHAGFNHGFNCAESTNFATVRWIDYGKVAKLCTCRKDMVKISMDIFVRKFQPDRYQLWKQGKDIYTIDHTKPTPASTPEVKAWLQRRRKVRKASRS
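System: N-terminal GST-fused human GASC-1 (KDM4C) fragment, residues 2-372 / Amount: 10 nM GST-KDM4C in enzyme reaction / Also added: H3K9me3 peptide with Fe(II)/2OG / Times: 30 min demethylation and 1 h detection at room temperature / Signal: LANCE TR-FRET / Read-out basis: Fall in 671/618 emission ratio as inhibition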
Tcruzi prolif – T. cruzi proliferation inhibition; AID 624255; T. cruzi beta-gal in NIH3T3, GalScreen luminescence, 90 h; actives 5.9% (n = 77,000); inhibition, % at 8.34 µM;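 active = mean inhibition above about 93%, with at least 55% of replicates each passing it, limit read from the data, passing the limit was not always enough; inconclusive = only one of those two conditions holds; inactive = neither condition holds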
C diff HTS – C. difficile growth inhibition. Clostridium difficile clinical isolate growth, OD600, 24 h; stronger effect = lower value. growth activity, negative = inhibition, % at 16 µg/mL (by protocol). actives 0.25% (n = 86,000). AID 1259249;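 active = mean growth activity at or below -80% and every replicate also at or below -80%; inconclusive = mean at or below -80% but some replicate above -80%; inactive = mean growth activity above -80%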;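 also: 0% = DMSO wells and -100% = levofloxacin 16 µg/mL wells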
Active calls of the source: *; ? = inconclusive; nt = not tested or not shown; & = joins results of further samples.

SMILES | Pf Dd2 inh | KDM4C inh | Tcruzi prolif | C diff HTS
COc1cccc(S(=O)(=O)N(C)C[C@@H]2Oc3ncc(C#CCC(C)C)cc3C(=O)N([C@H](C)CO)C[C@@H]2C)c1 | -14.9 | -0.7 | -22.1 | -1.8
COc1ccc(-c2ccc3c(c2)[C@H]2[C@H](CCN2C(=O)c2cccc(F)c2)[C@@H](CO)N3)cc1 | -52.6 | -0.5 | 15.1 | -0.7
CNC(=O)C[C@@H]1CC[C@H]2[C@@H](COC[C@H](O)CN2Cc2ccncc2)O1 | 6.6 | 12.2 | -2.4 | 1.1
O=C(c1ccccc1)N1CC2(C1)[C@H](c1ccccc1)[C@H](CO)N2CC1CC1 | -35.3 | 0.7 | nt | 1.8
CCCC#Cc1ccc2c(c1)O[C@H](CN(C)C(=O)c1ccccc1)[C@H](C)CN([C@@H](C)CO)S2(=O)=O | -52.7 | -0.8 | 96.3* | 5.2
C[C@H]1CCCCO[C@H](CN(C)C(=O)Nc2ccccc2)[C@@H](C)CN([C@@H](C)CO)C(=O)c2cc(NS(=O)(=O)c3cn(C)cn3)ccc2O1 | 7.3 | -2.7 | 7.9 | 11.0
CCCC(=O)Nc1ccc2c(c1)C(=O)N(C)C[C@@H](OC)[C@H](C)CN(Cc1nccs1)[C@H](C)CO2 | 3.5 | -0.8 | -21.9 | nt
CNC[C@H]1OCCCC[C@H](C)Oc2ccc(NS(C)(=O)=O)cc2C(=O)N([C@@H](C)CO)C[C@@H]1C | 1.9 | -2.1 | 100.8* | 1.3
C[C@@H]1CN([C@H](C)CO)C(=O)c2cc(NS(C)(=O)=O)ccc2O[C@H]1CN(C)Cc1ccc(Cl)c(Cl)c1 | -18.3 | 2.6 | 27.1 | 0.9
C[C@H]1CN([C@@H](C)CO)C(=O)c2cc(-c3ccc(F)cc3)cnc2O[C@H]1CN(C)C(=O)c1ccc(F)cc1 | nt | 0.4 | 21.6 | -6.2
COc1ccc2c3c([nH]c2c1)[C@@H](CO)N(C)CC31CCN(C(=O)CN(C)C)CC1 | -11.1 | 0.8 | nt | -0.7
CCS(=O)(=O)NCC[C@@H]1CC[C@@H](NS(=O)(=O)c2cccc(F)c2)[C@@H](CO)O1 | 1.1 | -0.2 | -25.7 | -3.5
CC=Cc1ccc2n(c1=O)C[C@@H]1[C@@H](CO)[C@H](C(=O)NCCC)[C@H]2N1C(=O)C1CCCC1 (mixture of isomers) | 10.1 | -0.4 | 43.0 | 0.6
N#Cc1ccc(-c2ccc3c(c2)[C@H]2[C@H](CCN2S(=O)(=O)c2ccccc2F)[C@H](CO)N3)cc1 | -1.7 | -0.3 | 5.5 | 4.3
O=C(c1cccc(F)c1)N1CC[C@@H]2[C@H](CO)Nc3ccc(-c4cccc(F)c4)cc3[C@@H]21 | 5.3 | -1.6 | 43.1 | 25.8
COc1ccc2c3c([nH]c2c1)[C@@H](CO)N(Cc1ccccc1)CC31CCN(C(=O)c2cccnc2)CC1 | -89.9* | 0.1 | nt | 1.3
O=C(C[C@@H]1CC[C@@H]2[C@H](COC[C@H](O)CN2C(=O)c2ccccn2)O1)N1CCN(c2ccccc2)CC1 | 1.6 | 4.6 | 16.3 | nt
C[C@@H]1CN([C@H](C)CO)C(=O)CCCn2nncc2CO[C@@H]1CN(C)C(=O)Nc1ccccc1 | -5.7 | 1.0 | -32.6 | 5.6
C[C@H]1CN([C@@H](C)CO)C(=O)c2cc(NS(=O)(=O)c3ccccc3)ccc2O[C@@H]1CN(C)S(=O)(=O)c1ccc(F)cc1 | -27.9 | -0.3 | 29.1 | nt
CCCNC(=O)[C@H]1[C@H](CO)[C@H]2Cn3c(ccc(-c4ccc(F)cc4)c3=O)[C@@H]1N2C | 5.3 | -0.5 | -22.3 | -4.1
CC(C)NC(=O)N[C@H]1CC[C@H](CCn2cc(-c3ccc(F)cc3)nn2)O[C@@H]1CO | -14.6 | 1.1 | -88.4 | nt
COCCNC(=O)[C@@H]1[C@@H](CO)[C@@H]2Cn3c(ccc(-c4ccc(F)cc4)c3=O)[C@H]1N2C | 16.7 | 0.2 | -10.3 | 0.3
COc1ccc(NC(=O)N2CCCCN3[C@H](CO)[C@@H](c4ccc(C5=CCCC5)cc4)[C@@H]3C2)cc1 | -15.7 | nt | 94.0 | 4.5
Cc1ccc(S(=O)(=O)N2C[C@@H](O)COC[C@@H]3O[C@@H](CC(=O)NCCN4CCCCC4)CC[C@H]32)cc1 | -24.5 | 3.2 | -1.2 | nt
CO[C@H]1CN(C)C(=O)c2cc(NC(=O)C3CCCCC3)ccc2OC[C@H](C)N(C(=O)c2ccccc2)C[C@@H]1C | -28.0 | 0.4 | -0.7 | -1.1

Next part
SMILES | Pf Dd2 inh | KDM4C inh | Tcruzi prolif | C diff HTS
COc1ccc(NC(=O)N(C)C[C@H]2Oc3c(NC(=O)c4cnccn4)cccc3C(=O)N([C@@H](C)CO)C[C@H]2C)cc1 | -16.4 | 1.1 | -117.6 | -3.0
CO[C@@H]1CN(C)C(=O)c2cc(NC(=O)c3cnccn3)ccc2OC[C@@H](C)N(C(=O)C2CC2)C[C@@H]1C | -64.8 | -0.3 | 27.7 | -0.9
C[C@H](CO)N1C[C@H](C)[C@@H](CN(C)CC2CCCCC2)Oc2ccc(NC(=O)Nc3ccccc3)cc2C1=O | 1.0 | 0.2 | nt | 1.9
C[C@@H]1CN([C@@H](C)CO)C(=O)Cc2cc(NS(=O)(=O)c3ccc(Cl)cc3)ccc2O[C@@H]1CN(C)S(=O)(=O)c1ccccc1 | -5.9 | -1.3 | 80.8 | 3.7
O=C(C[C@@H]1C=C[C@H](NC(=O)c2ccccc2)[C@@H](CO)O1)NCc1ccncn1 | 14.4 | -1.0 | -35.2 | nt
CCC(=O)N(C)C[C@H]1Oc2cc(-c3ccccc3OC)ccc2S(=O)(=O)N([C@@H](C)CO)C[C@@H]1C | -16.8 | -0.7 | 64.4 | -8.3
COc1ccc2c3c([nH]c2c1)[C@H](CO)N(S(=O)(=O)c1cn(C)cn1)CC31CCN(Cc2ccccc2F)CC1 | -73.8 | 1.3 | nt | -6.4
C[C@H](CO)N1C[C@H](C)[C@@H](CN(C)C(=O)C2CCCCC2)OCCCC[C@H](C)Oc2ccc(NS(=O)(=O)c3cn(C)cn3)cc2C1=O | 4.1 | 0.6 | -43.6 | 4.7
C[C@@H]1CN([C@H](C)CO)S(=O)(=O)c2ccc(-c3cncnc3)cc2O[C@@H]1CN(C)C(=O)Cc1cccnc1 | 17.7 | 3.9 | -120.0 | -4.2
O=C(Cc1ccncc1)NCC[C@H]1CC[C@@H](NC(=O)C2CCOCC2)[C@H](CO)O1 | 11.0 | -1.1 | -29.2 | -5.2
O=C(C[C@@H]1C=C[C@@H](NC(=O)c2ccncc2)[C@H](CO)O1)NCCc1ccncc1 | nt | -1.4 | nt | 2.4
Cc1ccc(S(=O)(=O)N(C)C[C@H]2OCCCC[C@@H](C)Oc3ccc(NC(=O)CCCN(C)C)cc3C(=O)N([C@@H](C)CO)C[C@@H]2C)cc1 | -45.2 | 1.8 | 16.1 | nt
CN(C)C(=O)c1cccc(-c2ccc3c(c2)[C@@H]2[C@@H](CCN2C(=O)Cc2ccccn2)[C@@H](CO)N3C)c1 | -20.4 | 1.9 | 26.8 | 6.2
CN1C(=O)c2cc(NC(=O)Cc3cccs3)ccc2OC[C@@H]2O[C@@H](CC(=O)N[C@H]3CCN(Cc4ccccc4)C3)CC[C@@H]21 | nt | -0.6 | ? | -1.9
CCCC(=O)Nc1ccc2c(c1)C(=O)N(C)[C@@H]1CC[C@H](CC(=O)NC3CCCC3)O[C@@H]1CO2 | -5.3 | -1.3 | 18.7 | 0.3
CCCNC(=O)C[C@@H]1CC[C@@H]2[C@H](COC[C@H](O)CN2Cc2cccc(F)c2)O1 | 8.7 | 1.7 | 23.1 | 2.1
COc1ccc(NC(=O)N(C)C[C@@H]2Oc3ccc(NC(=O)Nc4ccc5c(c4)OCO5)cc3CC(=O)N([C@H](C)CO)C[C@@H]2C)cc1 | 38.4 | 1.5 | -20.3 | 7.1
CCC(=O)Nc1ccc2c(c1)C(=O)N(C)C[C@H](OC)[C@@H](C)CN(C(=O)Cc1ccccn1)[C@@H](C)CO2 | 30.2 | -0.1 | -54.1 | nt
Cc1ccc(S(=O)(=O)N(C)C[C@H]2Oc3ccc(NC(=O)CCCCCC(=O)Nc4ccccc4N)cc3CC(=O)N([C@@H](C)CO)C[C@H]2C)cc1 | -61.7 | -0.9 | 50.3 | 5.4
COc1ccccc1-c1cn(CC[C@@H]2CC[C@@H](NC(=O)c3ccccc3F)[C@@H](CO)O2)nn1 | -12.0 | 0.4 | nt | -2.2
CC(C)NC(=O)N(C)C[C@H]1Oc2ccc(NC(=O)CCC(F)(F)F)cc2CC(=O)N([C@H](C)CO)C[C@H]1C | 7.2 | 0.2 | nt | 3.0&-4.2
O=C([C@@H]1[C@@H](CO)[C@@H]2Cn3c(cccc3=O)[C@@H]2N1Cc1ccccc1Cl)N1CCCCC1 | nt | -0.5 | 79.4 | -5.2
COc1cccc(C(=O)Nc2ccc3c(c2)C(=O)N(C)[C@@H]2CC[C@@H](CC(=O)NCC4CC4)O[C@@H]2CO3)c1 | -14.7 | 0.4 | -22.1 | -2.6
O=C(C1CCC1)N1CCCCN2[C@@H](CO)[C@@H](c3ccc(C#CC4CCCC4)cc3)[C@@H]2C1 | -55.6 | nt | 85.8 | 3.8
Cc1noc(C)c1NC(=O)N[C@@H]1CC[C@H](CC(=O)Nc2ccc(-c3ccccc3)cc2)O[C@H]1CO | -14.6 | 0.8 | -20.7 | nt

Additional structures follow.
SMILES | Pf Dd2 inh | KDM4C inh | Tcruzi prolif | C diff HTS
C[C@H]1CN([C@@H](C)CO)C(=O)c2cc(NC(=O)CCCN(C)C)ccc2O[C@H]1CN(C)Cc1ccc2c(c1)OCO2 | 17.3 | 1.0 | nt | 2.7
O=C(C[C@H]1CC[C@@H]2[C@H](COC[C@@H](O)CN2C(=O)c2ccccc2F)O1)NCc1ccc(-c2ccccc2)cc1 | -52.8 | -0.7 | nt | -3.3&-8.9
C[C@H](CO)N1C[C@H](C)[C@@H](CN(C)S(=O)(=O)c2ccccc2)Oc2c(NC(=O)Nc3ccc4c(c3)OCO4)cccc2C1=O | 2.9 | -2.6 | nt | -4.4
C[C@@H]1CN([C@@H](C)CO)C(=O)c2cc(NC(=O)CCC(F)(F)F)ccc2O[C@@H](C)CCCCO[C@H]1CN(C)C(=O)Cc1ccccc1 | -12.0 | -0.2 | 43.2 | nt
COCC(=O)Nc1ccc2c(c1)[C@@H]1C[C@@H](CC(=O)NCc3ccc4c(c3)OCO4)O[C@@H](CO)[C@@H]1O2 | -17.9 | 3.1 | 40.7 | -5.4
C[C@@H]1CN([C@@H](C)CO)C(=O)c2cccc(NC(=O)Nc3ccc(F)cc3)c2O[C@H]1CN(C)S(=O)(=O)c1cn(C)cn1 | 2.9 | -0.3 | -17.6 | nt
O=S(=O)(c1ccccc1)N1CC[C@@H]2[C@H](CO)Nc3ccc(-c4ccccc4F)cc3[C@@H]21 | 27.5 | -2.8 | 109.2* | 65.6
O=C(C[C@H]1C[C@H]2c3cc(NC(=O)C4CCOCC4)ccc3O[C@H]2[C@@H](CO)O1)NCc1cc(F)ccc1F | 4.8 | -1.2 | -50.1 | 1.8
CNC[C@@H]1Oc2ccc(NC(=O)NC(C)C)cc2CC(=O)N([C@@H](C)CO)C[C@@H]1C | -5.6 | 1.0 | 28.3 | -1.4
Cc1noc(C)c1S(=O)(=O)N(C)C[C@@H]1OCc2cnnn2CCCC(=O)N([C@H](C)CO)C[C@@H]1C | 0.8 | nt | -55.1 | nt
COc1ccccc1-c1cnc2c(c1)C(=O)N([C@@H](C)CO)C[C@H](C)[C@@H](CN(C)Cc1ccncc1)O2 | 5.6 | 4.8 | 42.0 | -1.1
C[C@@H]1CN([C@@H](C)CO)C(=O)c2cc(NC(=O)Nc3ccccc3)ccc2O[C@@H]1CN(C)S(=O)(=O)c1ccc(F)cc1 | -6.2 | 0.3 | 41.0 | 3.6

An excerpt from above in order of number of heavy atoms, rising:
SMILES | Pf Dd2 inh | KDM4C inh | Tcruzi prolif | C diff HTS
O=C(C[C@@H]1C=C[C@@H](NC(=O)c2ccncc2)[C@H](CO)O1)NCCc1ccncc1 | nt | -1.4 | nt | 2.4
COc1ccc(NC(=O)N2CCCCN3[C@H](CO)[C@@H](c4ccc(C5=CCCC5)cc4)[C@@H]3C2)cc1 | -15.7 | nt | 94.0 | 4.5
Cc1ccc(S(=O)(=O)N2C[C@@H](O)COC[C@@H]3O[C@@H](CC(=O)NCCN4CCCCC4)CC[C@H]32)cc1 | -24.5 | 3.2 | -1.2 | nt
CO[C@@H]1CN(C)C(=O)c2cc(NC(=O)c3cnccn3)ccc2OC[C@@H](C)N(C(=O)C2CC2)C[C@@H]1C | -64.8 | -0.3 | 27.7 | -0.9
C[C@H]1CN([C@@H](C)CO)C(=O)c2cc(-c3ccc(F)cc3)cnc2O[C@H]1CN(C)C(=O)c1ccc(F)cc1 | nt | 0.4 | 21.6 | -6.2

Screening results: PubChem BioAssay, Broad Institute

Outcome played no part in choosing rows. About 6.7% of those tested had a hit in this group.
